Screens from PubChem.
Cav32 inh = blocks human Cav3.2 T-type calcium channel | 100,000 compounds, 4% hits | B-score at 10 µM | Cav3.2-expressing cells, Fluo-4 calcium fluorescence FDSS; active compounds read low | AID 449739;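 active = single-dose well whose peak fluorescence ratio is a statistical outlier from its plate by either plate-standardised score or position-corrected B-score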
Active calls of the source: *. Only part of the results is shown; count on the stated rates, not on these rows.

Results for CN(C)c1ccc(CN(C(=O)COc2ccc(Br)cc2)C2CCS(=O)(=O)C2)cc1 (stereo unspecified) ?
Cav32 inh: -1.4

How did COc1ccccc1NC(=O)CCc1nc(-c2cccs2)no1 do in these assays?
Cav32 inh: 0.85

Results for Cc1cc(NC(=O)C2CC(c3ccc(Cl)cc3)=NO2)no1 (stereo unspecified) ?
Cav32 inh: 0.3

Results for O=C(Cc1cccc2ccccc12)Nc1nc2ccccc2[nH]1 ?
Cav32 inh: -0.87

How did CC(C)COc1ccc(-c2nnn(CC(=O)N3CCCC3)n2)cc1 do in these assays?
Cav32 inh: -0.76

What do the screens show for `Cc1ccc(NCC(=O)N/N=C/c2ccc(OC(=O)c3ccco3)cc2)cc1`?
Cav32 inh: 0.77

What do the screens show for `O=C(NCN1CCCCC1)c1cccnc1`?
Cav32 inh: 0.96

How did CC(C)NC(=O)CSc1nnc(-c2ccco2)n1N do in these assays?
Cav32 inh: 1.1

How did CN1CCN(C(=O)C2=C[C@@H](C(C)(C)C)C[C@@H](OCc3ccc(CO)cc3)O2)CC1 do in these assays?
Cav32 inh: 0.39

Results for CC(C)CNC(=S)N1CCN(C)CC1 ?
Cav32 inh: 0.52

How did COc1ccc2c(c1)C(C)CC(C)(C)N2C(=O)CSc1nc2ccccc2s1 (stereo unspecified) do in these assays?
Cav32 inh: -7.6*

How did O=C(CSc1ncnc2sc3c(c12)CCCC3)c1ccccc1 do in these assays?
Cav32 inh: -0.47

Results for Cn1c(=O)n(C)c2cc(/C=N/n3cnnc3)ccc21 ?
Cav32 inh: 0.12

How did CCOc1cc(C2Nc3cccc4cccc(c34)N2)ccc1O do in these assays?
Cav32 inh: 0.22

How did CC(c1ccccc1)C1C(C#N)=C(N)OC2=C1C(=O)CC(C)(C)C2 (stereo unspecified) do in these assays?
Cav32 inh: 0.41

What do the screens show for `CCCCC(=O)Nc1cccc(-c2cn3ccsc3n2)c1`?
Cav32 inh: -0.34

What do the screens show for `Cn1cccc1/C=C1\SC(=O)N(CC(=O)Nc2ccc(Cl)cc2)C1=O`?
Cav32 inh: 0.22

How did COc1ccc(OC)c(NC(=O)CSc2nc3cccnc3n2C)c1 do in these assays?
Cav32 inh: 0.19

Results for O=C(Nc1cc(C(F)(F)F)ccc1F)C1CCCCC1 ?
Cav32 inh: -2

What do the screens show for `Clc1ccc(-n2nnc(-c3nccs3)n2)cc1Cl`?
Cav32 inh: 0.5

How did CCCCn1nc2cc(C(=O)NCc3ccc(C(F)(F)F)cc3C(F)(F)F)ccc2c1OCC do in these assays?
Cav32 inh: -2.7

How did Cc1ccc(N(Cc2ccc([N+](=O)[O-])cc2)C(=O)c2ccco2)cc1 do in these assays?
Cav32 inh: -6.7*

What do the screens show for `O=S(=O)(Nc1cccc2c1ccc1cccn12)c1cccs1`?
Cav32 inh: -2.7

How did Cc1nc(CC(=O)N2CCN(S(=O)(=O)c3ccccc3C#N)CC2)cs1 do in these assays?
Cav32 inh: 0.3

How did CC1CC(C)CN(CCCNC(=O)Cn2ncc3c(=O)oc4ccccc4c32)C1 (stereo unspecified) do in these assays?
Cav32 inh: -0.73

What do the screens show for `CCCC(=O)c1ccc(N2CCN(C(=O)c3ccc(Br)cc3)CC2)c(F)c1`?
Cav32 inh: 0.099

Results for Cc1cccc(OCc2nnc(SCc3nc4cc(C(F)(F)F)ccc4c(=O)[nH]3)o2)c1 ?
Cav32 inh: -1.8

How did CCn1c(SCC(=O)Nc2ccccc2OC)nc2ccccc2c1=O do in these assays?
Cav32 inh: -1

How did Cn1cnc2nc3n(c2c1=O)CCC3 do in these assays?
Cav32 inh: 0.27

How did COCc1cc(C)nc(NCCc2ccccc2)c1C#N do in these assays?
Cav32 inh: -0.33

How did COc1ccc(NC(=O)CSc2nc3ccccc3c(=O)n2CCNC(C)=O)c(OC)c1 do in these assays?
Cav32 inh: 1.7

Results for O=C(Nc1cc(=O)[nH]c2ncnn12)c1ccc(Cl)cc1Cl ?
Cav32 inh: 0.42

What do the screens show for `C/C(=N\NC(N)=S)C12CC3CC(CC(C3)C1)C2`?
Cav32 inh: -1.7

What do the screens show for `O=c1[nH]c(N2CCN(c3ccccc3)CC2)nc2c1CCC2`?
Cav32 inh: 0.14

What do the screens show for `COC(=O)c1cc(Br)c(=O)n(CC(C)C)c1`?
Cav32 inh: -0.16

Results for CCn1c(/C=C/N(C)c2ccccc2)[n+](CC)c2ccc(Cl)cc21 ?
Cav32 inh: -1.3

What do the screens show for `COc1ccc(-c2cc3nc(C)c(CCC(=O)NCc4ccco4)c(C)n3n2)c(OC)c1`?
Cav32 inh: 1.1

How did Cc1ccc(S(=O)(=O)N2CCC(C(=O)N[C@H](C(=O)NCc3ccco3)C(C)C)CC2)cc1 do in these assays?
Cav32 inh: 0.16

What do the screens show for `O=C(CN1C(=O)c2ccccc2C1=O)NCC1COc2ccccc2O1` (stereo unspecified)?
Cav32 inh: 0.42

Results for Cc1ccccc1NC1C=CS(=O)(=O)C1 (stereo unspecified) ?
Cav32 inh: 0.82

How did COc1ccc(NS(=O)(=O)c2ccc(OCC(=O)N3CCCC3)cc2)cc1 do in these assays?
Cav32 inh: 1.1

What do the screens show for `CSc1nnc(Cn2c(=O)sc3ccccc32)n1C`?
Cav32 inh: -0.1

What do the screens show for `CC(NC(=O)NCc1cccnc1)(C(F)(F)F)C(F)(F)F`?
Cav32 inh: -0.84

What do the screens show for `CC(c1ccccc1F)n1cc(C(=O)NCCCn2ccnc2)nn1` (stereo unspecified)?
Cav32 inh: 1.6

What do the screens show for `CCOc1ccc(NC(=O)CSc2nc(C)cc(C)n2)cc1`?
Cav32 inh: 0.83

How did Cc1ccc(NC(=O)CCNS(=O)(=O)c2ccc3c(c2)oc(=O)n3C)c(C)c1 do in these assays?
Cav32 inh: 0.12

How did CCC(CC)C(=O)NCCc1ccc(OC)c(OC)c1 do in these assays?
Cav32 inh: 0.059

How did Cc1ccc(-c2cc(C(F)(F)F)c(C#N)c(SCCC#N)n2)o1 do in these assays?
Cav32 inh: -0.35

Results for O=C(NCc1ccccc1)c1ccc2c(=O)n(CCCN3CCCC3=O)c(=S)[nH]c2c1 ?
Cav32 inh: 0.52

Results for CCOC(=O)c1c(NC(=O)CSc2nnnn2-c2ccc3c(c2)OCO3)sc(C)c1C ?
Cav32 inh: 0.73

How did Cc1ccc(S(=O)(=O)Nc2nc3ccc(S(C)(=O)=O)cc3s2)cc1 do in these assays?
Cav32 inh: 0.4

How did COc1ccc(N2CCN(Cc3nc4c(c(=O)n(C)c(=O)n4C)n3C(C)C(C)=O)CC2)cc1 (stereo unspecified) do in these assays?
Cav32 inh: -0.15

What do the screens show for `Nc1c(-c2ccccc2)cnn1-c1cccc(C(F)(F)F)c1`?
Cav32 inh: -1.8

What do the screens show for `C/C=C/CSc1nc2c(c(=O)[nH]c(=O)n2C)n1Cc1ccc(C)cc1`?
Cav32 inh: -0.26

What do the screens show for `Cc1nc(NCCCN2CCOCC2)c2oc3ccccc3c2n1`?
Cav32 inh: 1.1

What do the screens show for `COc1ccc(N2CSC3=C(C#N)C(c4cc(OC)ccc4OC)CC(=O)N3C2)c(OC)c1` (stereo unspecified)?
Cav32 inh: 0.66

What do the screens show for `Cc1ccc(-c2csc3nc4cc(C(N)=O)ccc4c(=O)n23)cc1`?
Cav32 inh: 1.5

How did CCOCCCNC(=O)c1c[nH]c2ccc(S(=O)(=O)Nc3cccc(OC)c3)cc2c1=O do in these assays?
Cav32 inh: 0.3

How did CCS(=O)(=O)N1CCN(c2ccc([N+](=O)[O-])c(NCc3ccccc3)c2)CC1 do in these assays?
Cav32 inh: 0.35

What do the screens show for `COc1cc(C(=O)Oc2ccccc2)ccc1OCc1c(C)noc1C`?
Cav32 inh: -0.0095

At a glance, two of the compounds above:
Results for O=C(NCc1ccccc1)c1ccc2c(=O)n(CCCN3CCCC3=O)c(=S)[nH]c2c1 ?
Cav32 inh: 0.52

Results for CCOC(=O)c1c(NC(=O)CSc2nnnn2-c2ccc3c(c2)OCO3)sc(C)c1C ?
Cav32 inh: 0.73

(further entries)
How did COc1ccc(S(=O)(=O)N2CCC(C(=O)Nc3cccc(C(C)=O)c3)CC2)cc1 do in these assays?
Cav32 inh: 1.7

What do the screens show for `Cc1ccc(C(=O)Oc2ccc(-c3nccc(-c4ccccn4)n3)cc2)cc1`?
Cav32 inh: 0.22

Results for CC(=O)N1CCc2cc(S(=O)(=O)CCC(=O)NCc3cccs3)ccc21 ?
Cav32 inh: 0.56

How did N#C/C(=C/c1cccc(C(F)(F)F)c1)c1nc(CCN2C(=O)c3ccccc3C2=O)cs1 do in these assays?
Cav32 inh: -1.2

Results for CCCCOCP(=O)(CCCC)COCCCC ?
Cav32 inh: -1.1

What do the screens show for `CCc1cc(OCCCSc2nc(C)cc(=O)[nH]2)ccc1Cl`?
Cav32 inh: 2.2

What do the screens show for `COCCn1c(N)c(C(=O)OCc2ccccc2)c2nc3ccccc3nc21`?
Cav32 inh: -3.6

Results for O=C(CSc1c[nH]c2ccccc12)NCC1CCCO1 (stereo unspecified) ?
Cav32 inh: 0.32

Results for Cc1nc(COC(=O)c2ccc(CO)cc2)cs1 ?
Cav32 inh: -0.014

Results for Cc1cc(C)cc(OCc2nnc(SCC(=O)c3ccccc3)o2)c1 ?
Cav32 inh: -0.68

What do the screens show for `Cn1c(=O)[nH]c(=O)c2c1nc(Br)n2CC(O)COc1ccccc1` (stereo unspecified)?
Cav32 inh: 0.24

How did CCCCOc1ccccc1C1NC(=O)NC(C)=C1C(=O)OCCOC (stereo unspecified) do in these assays?
Cav32 inh: 1.8

How did COc1cccc2[nH]c3c(N4CCCC(C)C4)ncnc3c12 (stereo unspecified) do in these assays?
Cav32 inh: -0.51

Results for CCOc1ccc2c(c1)c1nnc(SCC(=O)N3CCC(C)CC3)nc1n2C ?
Cav32 inh: 1.6

Results for Cc1c2c(nc3nc4ccccc4n13)CCCC2=O ?
Cav32 inh: 0.62

What do the screens show for `Cc1csc(SCCN2C(=O)c3ccccc3C2=O)n1`?
Cav32 inh: -0.59

Results for Cc1ccccc1-c1noc(-c2ccc(O)cc2)n1 ?
Cav32 inh: 0.54

What do the screens show for `O=C1CCc2cc(S(=O)(=O)N3CCC(C(=O)Nc4nccs4)CC3)ccc2N1`?
Cav32 inh: 0.32

Results for CCOC(=O)c1ccccc1NC(=O)Cc1ccccc1OC ?
Cav32 inh: -1.8

What do the screens show for `C=CCN(C(=O)c1ccccc1)c1ccc(OC)cc1`?
Cav32 inh: -0.22

Results for O=C(c1ccc(F)cc1)c1c[nH]c(C(=O)NCc2ccco2)c1 ?
Cav32 inh: 0.35

What do the screens show for `O=S(=O)(c1ccc(-c2cn3ccccc3n2)cc1)N1CCOCC1`?
Cav32 inh: 0.061

Results for Cc1ccc(CCNC(=O)C2CCCN(S(=O)(=O)c3cccc4nsnc34)C2)cc1 (stereo unspecified) ?
Cav32 inh: 0.4

Results for CC(=O)c1cccc(NC(=O)Nc2cccnc2)c1 ?
Cav32 inh: -0.077

The closing five records of the section before lead into the next:
What do the screens show for `C=CCN(C(=O)c1ccccc1)c1ccc(OC)cc1`?
Cav32 inh: -0.22

Results for O=C(c1ccc(F)cc1)c1c[nH]c(C(=O)NCc2ccco2)c1 ?
Cav32 inh: 0.35

What do the screens show for `O=S(=O)(c1ccc(-c2cn3ccccc3n2)cc1)N1CCOCC1`?
Cav32 inh: 0.061

Results for Cc1ccc(CCNC(=O)C2CCCN(S(=O)(=O)c3cccc4nsnc34)C2)cc1 (stereo unspecified) ?
Cav32 inh: 0.4

Results for CC(=O)c1cccc(NC(=O)Nc2cccnc2)c1 ?
Cav32 inh: -0.077

Results for O=C1c2ccccc2C(=O)N1CCCn1nnc(-c2ccc(N3CCOCC3)cc2)n1 ?
Cav32 inh: -0.2

What do the screens show for `CCOc1ccc(-c2nc(CSc3nnc(C)s3)cs2)cc1OC`?
Cav32 inh: 0.34

How did CCOc1cc(C(=O)N2CCN(c3ccccc3)CC2)cc(OCC)c1OCC do in these assays?
Cav32 inh: -2.8

What do the screens show for `Nc1c(S(=O)(=O)c2cccs2)c2nc3ccccc3nc2n1CC1CCCO1` (stereo unspecified)?
Cav32 inh: -0.64

Results for COc1ccc2c(c1)C(=O)c1ccccc1CO2 ?
Cav32 inh: 0.046

Results for Cc1ccc(OCc2nnc(NC(=O)c3ccco3)s2)cc1 ?
Cav32 inh: -0.055

What do the screens show for `CC(C)OC(=O)CSc1nnc(Cc2ccccc2)n1C`?
Cav32 inh: -0.36

What do the screens show for `N=c1c2c3c(sc2ncn1CCN1CCOCC1)CCCCC3`?
Cav32 inh: 0.52

What do the screens show for `CCOc1ncccc1C(=O)OCC(=O)Nc1c(C)cc(C)cc1C`?
Cav32 inh: 0.64

Results for COc1ccc(OCCn2c(C)c(/C=N/n3cnnc3)c3ccccc32)cc1 ?
Cav32 inh: 0.31

Results for CC1CCCC(NC(=O)CN(C)S(=O)(=O)c2cccc3cccnc23)C1C (stereo unspecified) ?
Cav32 inh: -1.6

Results for Cn1c(=O)c2c(nc(OCc3ccc4c(c3)OCO4)n2Cc2ccccc2Cl)n(C)c1=O ?
Cav32 inh: 0.093

Results for Cc1ccc(N2CC(C(=O)NCc3cccs3)CC2=O)cc1 (stereo unspecified) ?
Cav32 inh: -0.61

What do the screens show for `COc1ccc(-n2nc3cc(C)c(NC(=S)NC(=O)c4ccccc4C)cc3n2)cc1`?
Cav32 inh: 0.22

Results for CCn1c(SCC(=O)n2nc(C)cc2C)nnc1-c1ccc2c(c1)OCO2 ?
Cav32 inh: -0.2

Results for OCC(CO)(CO)N=Cc1cc(Br)ccc1O ?
Cav32 inh: -7.1*

How did Cc1ccc(S(=O)(=O)N2CCN(c3ccc(S(=O)(=O)N4CCOCC4)cn3)CC2)cc1 do in these assays?
Cav32 inh: 1.2

Fetched by compound from the list above (4):
How did Cc1ccc(NC(=O)CCNS(=O)(=O)c2ccc3c(c2)oc(=O)n3C)c(C)c1 do in these assays?
Cav32 inh: 0.12

How did CCCCn1nc2cc(C(=O)NCc3ccc(C(F)(F)F)cc3C(F)(F)F)ccc2c1OCC do in these assays?
Cav32 inh: -2.7

Results for CCOC(=O)c1c(NC(=O)CSc2nnnn2-c2ccc3c(c2)OCO3)sc(C)c1C ?
Cav32 inh: 0.73

What do the screens show for `Clc1ccc(-n2nnc(-c3nccs3)n2)cc1Cl`?
Cav32 inh: 0.5
